# OX1R antag-1: antagonists of human orexin 1 receptor | O43613 | CHO/OX1R cells, Fluo-8 calcium fluorescence, orexin A | inhibition, % at 5 µM | 0.43% of 330,000 active | AID 434989;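 active means inhibition above its plate's threshold, mean inhibition of all tested compounds on the plate plus 3 SD, cut at about 37% in these data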;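 further: 0% = orexin A challenge wells and 100% = SB-334867-A antagonist wells; not every result past the cut was called active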
# Target sequence (O43613 whole entry, looked up): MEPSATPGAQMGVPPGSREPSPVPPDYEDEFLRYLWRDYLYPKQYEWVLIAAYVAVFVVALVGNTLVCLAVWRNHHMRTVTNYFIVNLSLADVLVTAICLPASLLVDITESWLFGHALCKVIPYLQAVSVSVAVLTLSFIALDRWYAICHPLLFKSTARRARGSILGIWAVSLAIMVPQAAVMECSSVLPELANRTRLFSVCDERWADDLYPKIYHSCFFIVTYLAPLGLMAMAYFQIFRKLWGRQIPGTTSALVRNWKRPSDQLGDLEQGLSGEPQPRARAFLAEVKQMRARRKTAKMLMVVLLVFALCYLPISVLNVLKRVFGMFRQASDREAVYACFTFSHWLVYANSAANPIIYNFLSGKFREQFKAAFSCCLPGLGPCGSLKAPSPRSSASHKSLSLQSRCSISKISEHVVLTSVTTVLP
# OX1R antag-2: antagonists of human orexin 1 receptor (OX1R) | O43613 | OX1R-expressing cells, FRET antagonist read-out | inhibition, % at 6.6 µM | 1.8% of 330,000 active | AID 485270; in the data active means inhibition mostly above about 38%, no sharp cut-off; inactive means mostly below about 40%;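 further: 0% = agonist challenge alone and 100% = reference antagonist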
# * hit, by the source's call. Hits appear at their usual frequency. About 2.1% of those tested had a hit in this group.
SMILES,OX1R antag-1,OX1R antag-2
N#Cc1ccc(OCc2nnc(-c3ccc([N+](=O)[O-])cc3)o2)cc1,-22.3,32.1
O=C(COc1ccccc1[N+](=O)[O-])c1ccccc1,-4.4,10.5
O=C(c1ccccc1)N1CCN(C(=O)N2CCOCC2)CC1,-6.0,2.4
Cn1c(=O)c2c(-c3ccc(C(C)(C)C)cc3)n(N3CCOCC3)cc2n(C)c1=O,-30.0,6.8
O=[N+]([O-])C(=C1SCCS1)C(=C(Cl)Cl)N1CCCCC1,-28.5,15.6
Cc1cc(C)c(Cn2ncn(-c3ccc(Br)cc3)c2=O)c(C)c1,-18.5,4.2
COC(=O)c1ccc2c(=O)n(CC3CCCO3)c(=S)[nH]c2c1 (centres undefined),-9.0,-5.2
COc1cc(/C=N/NC(=O)c2cc(-c3ccccc3OC(C)C)nc3ccccc23)ccc1O,-19.2,14.7
Cc1ccnc2nc(C(=O)OCC(=O)c3c[nH]c4ccccc34)nn12,-2.5,16.5
COc1ccc(C(=O)Oc2ccc(F)cc2C(=O)/C=C/c2ccc(OC)c(OC)c2)cc1,-17.7,30.4
CN(C)c1ccnc(-n2cccc2/C=N/OCc2ccc(F)cc2Cl)c1C#N,-3.0,40.1
Cc1onc(-c2c(Cl)cccc2Cl)c1C(=O)NC1C(=O)N2C1SC(C)(C)C2C(=O)O (centres undefined),-3.1,-3.7
CCn1c(=O)c2cc(C(=O)NCc3cccs3)sc2c2ccccc21,-12.7,8.0
COc1ccc(C(C(=O)NC2CCCC2)N(Cc2ccco2)C(=O)c2snc(C(N)=O)c2N)cc1OC (centres undefined),-12.3,11.1
CN(C(=O)c1cccc(NC(=O)Cc2cccc([N+](=O)[O-])c2)c1)C1CC1,-5.7,15.8
Cc1ccc(S(=O)(=O)NNC(=O)C(=O)NNS(=O)(=O)c2ccc(C)cc2)cc1,4.7,6.2
CCNC(=O)NC(=O)CSc1cccc(C(F)(F)F)c1,4.5,8.2
CC(=O)NNC(=S)NCCc1ccccc1,-6.1,24.7
CC(=O)NNC(=S)NC(=O)C(c1ccccc1)c1ccccc1,-18.0,13.0
CN(C(=O)c1ccc(OC2CCN(S(=O)(=O)N(C)C)CC2)cc1)C1CCCCC1,-13.6,6.3
O=C(CN(c1cccc([N+](=O)[O-])c1)S(=O)(=O)c1ccccc1)N1CCCCC1,-10.7,20.1
CCCCOC(=O)Nc1nnc(COc2ccccc2)s1,-28.4,9.1
COC(=O)C(CCSC)NC(=O)Cn1ncc2c(=O)oc3ccc(C)cc3c21 (centres undefined),-7.9,-2.2
O=C(Nc1ccc2c(c1)OCO2)c1ccc(COc2ccc3c(c2)CCC3)o1,-28.3,11.4
C=CCn1c(=O)c(C(=O)NC(C)c2ccccc2)c(O)c2ccccc21 (centres undefined),-51.8,6.7
SMILES,OX1R antag-1,OX1R antag-2
Cc1cccc(C)c1NC(=O)COC(=O)C1Cc2ccccc2CN1C(=O)c1ccccc1 (centres undefined),-6.0,14.6
CCOc1ccccc1C1CC(c2ccc(Br)cc2)Nc2nc(N)nn21 (centres undefined),-12.4,16.8
CCc1ccc(C(=O)OCC(=O)N(CCOC)c2c(N)n(Cc3ccccc3)c(=O)[nH]c2=O)cc1,-18.0,11.2
COc1ccc(C(=O)NCC(=O)N2CC=C(c3ccccc3)CC2)cc1OC,-23.2,8.9
Cc1ccccc1OC(C)C(=O)Nc1ccc(S(=O)(=O)Nc2nccs2)cc1 (centres undefined),-10.1,18.5
COc1ccccc1OC(C)c1nnc(SCC(=O)Nc2c(C)n(C)n(-c3ccccc3)c2=O)n1-c1ccccc1 (centres undefined),9.1,23.6
CN1C2=C(C#N)C(c3ccccc3)(C(F)(F)F)NC(=O)N2c2ccccc21 (centres undefined),0.8,17.0
CC[C@@H]1CN(C)[C@H]2Cc3c([nH]c4ccccc34)C(=O)C[C@@H]1[C@@H]2C(=O)OC,-13.2,3.8
Cc1ccc(S(=O)(=O)Nc2ccccc2C(=O)NCC2CCCO2)cc1 (centres undefined),-19.4,24.2
CCOC(=O)C1CCN(S(=O)(=O)c2ccc(OC)c(Cl)c2)CC1,-0.4,22.1
Cc1nc2c(c(C)c1C#N)C(=O)c1ccccc1-2,-24.1,25.7
O=C(O)c1cccc(S(=O)(=O)NCc2cccs2)c1,-0.1,9.9
O=C(NC1(C(F)(F)F)NC(=O)N(Cc2cccnc2)C1=O)c1ccc(F)cc1 (centres undefined),-18.9,1.7
CCOC(=O)C1CCCN(S(=O)(=O)Cc2ccccc2)C1 (centres undefined),1.0,21.8
Cc1cccc(CNc2ncnc3ccc(-c4cccnc4)cc23)c1,-16.4,9.8
COc1cc(OC)cc(C(=O)N2CCN(C(=O)c3ccc(OC)c(OC)c3)CC2)c1,-13.5,-4.1
CCOc1ccc(NC(=O)c2sc(N3CCOCC3)nc2-c2ccccc2)cc1,-4.4,13.1
Cc1cc(Oc2ccc(Cl)cc2)nc(SCC(=O)c2ccccc2)n1,-42.0,10.2
Cc1cc(/C=N\NC(=O)CC(=O)NC2CCCCC2)c(C)n1-c1ccc(Cl)cc1,-4.8,13.3
O=C(CSc1nc(=O)n2ccccc2n1)Nc1cccc2ccccc12,-23.3,18.2
N=c1c(C(=O)NCC2CCCO2)cc2c(=O)n3ccccc3nc2n1C1CCCC1 (centres undefined),-20.2,44.7*
Cc1cnc(NC(=O)CSc2nnc(-c3ccccc3)n2Cc2ccccc2)s1,-3.6,37.3
Cc1ccc(Cl)c(OCC(=O)NCc2ccco2)c1,-29.7,13.7
CCN(CC)CCN1C(=O)C(=O)/C(=C(/O)c2ccc3c(c2)CC(C)O3)C1c1ccc(OC)cc1 (centres undefined),-19.4,5.2
O=C(O)COc1ccc2nsnc2c1Cl,-13.2,32.3

# Structures listed above printed as active in OX1R antag-2.
SMILES,OX1R antag-1,OX1R antag-2
N=c1c(C(=O)NCC2CCCO2)cc2c(=O)n3ccccc3nc2n1C1CCCC1 (centres undefined),-20.2,44.7*

# More results:
SMILES,OX1R antag-1,OX1R antag-2
CCCCC(=O)Nc1ccc(C(N)=O)cc1,-18.4,13.5
CCN(CC)S(=O)(=O)c1ccc(N2CC(C(=O)N3CCOCC3)CC2=O)cc1 (centres undefined),-2.6,0.8
Cc1ccc(S(=O)(=O)NNC(=O)CC#N)cc1,-26.7,23.8
CC(=O)N1CCc2[nH]c3ccccc3c2C1,6.1,-1.0
Cc1ccc(/C=C/C(=O)Nc2nn[nH]n2)o1,-0.7,11.7
COc1cccc(CC(=O)OC(C)C(=O)Nc2ccc(Cl)cn2)c1 (centres undefined),-27.6,18.6
Nc1nc(NC(=O)C(Cl)(Cl)Cl)nn1-c1ccccc1,8.2,15.3
Cc1ccc(-c2ccc(/C=N/c3ncn[nH]3)o2)cc1Cl,-1.4,10.9
Cc1cnc(C(=O)OCC(=O)N(Cc2ccccc2)C(C)(C)C)cn1,-21.9,12.4
Cc1ccc(-c2nc3cc(Cl)ccc3o2)cc1,-10.1,11.6
Cc1ccc(C)c(S(=O)(=O)NC2CCS(=O)(=O)C2)c1 (centres undefined),2.6,10.6
Cn1nccc1C(=O)Nc1ccc(Cl)cc1,-8.4,-3.4
CCN(CC(=O)NCc1cccs1)C(=O)c1ccc(S(=O)(=O)Nc2cccc(C)c2C)cc1,-13.4,10.6
Cc1ccc2nc(-c3cc(N)cc(N)c3)oc2c1,-23.4,17.6
CCCOc1ccc(C2C(C(=O)c3ccco3)=C(O)C(=O)N2CCCn2ccnc2)cc1 (centres undefined),-24.0,15.7
COc1ccccc1NC(=O)/C(C#N)=C/C=C/c1ccco1,-3.7,14.3
CC(=O)c1cccc(NS(=O)(=O)N(C)C)c1,-8.2,3.2
O=C(NC1CCCC1)C(c1ccncc1)N(C(=O)c1ccco1)c1ccc(Cl)cc1 (centres undefined),-38.4,19.3
C=CCOc1ccc(/C=C/C(=O)OCC(=O)N(C)C2CCS(=O)(=O)C2)cc1 (centres undefined),-11.8,12.7
O=C(O)c1cnc(-c2ccccc2)nc1Sc1ccc(Cl)cc1Cl,-23.2,19.9
COc1cc(/C=N/NC(=O)c2ccc(O)cc2)ccc1OCC(=O)Nc1cccc([N+](=O)[O-])c1,-2.2,18.4
CCOC(=O)N1CCN(C(=O)c2ccccc2-c2ccccc2)CC1,-9.5,8.4
COc1cccc(C2C(C#N)=C(C)NC3=C2C(=O)CC(C)(C)C3)c1 (centres undefined),-12.6,9.4
CC(OC(=O)c1ccc(-c2ccc(O)cc2)cc1)C(=O)NC1CCCCC1C (centres undefined),-28.6,25.2
CCOc1ccc(S(=O)(=O)N2CCOCC2)cc1NC(=O)CN1C(=O)NC2(CCCC2)C1=O,0.7,5.1
SMILES,OX1R antag-1,OX1R antag-2
COc1ccc(C(=O)/C=C/c2ccc(OC3CSC3)cc2)cc1OC,-10.9,41.6
Cc1ccc(NC(=O)CSc2nnc(CNC(=O)c3ccco3)n2C)c(C)c1,0.9,16.2
Cc1noc(C)c1NC(=O)N(C)C[C@H]1Oc2ccc(NS(=O)(=O)c3ccccc3)cc2C(=O)N([C@H](C)CO)C[C@@H]1C,-9.3,5.0
COc1ccc(/C=C/C(=O)Oc2cc(C)[nH]c(=O)c2[N+](=O)[O-])cc1OC,-2.6,12.2
COc1ccc(NC(=O)CSc2nc3ccc(OC)cc3[nH]2)cc1,-21.7,3.5
Cc1ccc[n+](CC(=O)c2ccccc2)c1,1.9,-4.1
OC1(c2ccccc2)C/C(=N\n2cnnc2)C=C1c1ccccc1 (centres undefined),-6.4,43.0
CSCC[C@H](NC(=O)OC(C)(C)C)C(=O)N1CCC(C(=O)NCC(=O)Nc2ccc(C)cc2)CC1,-9.8,8.2
O=C(NC1CCCCCC1)c1cccc(COCC(F)(F)F)c1,-9.9,15.3
CCOc1ccc(NC(=O)C(C)Oc2ccccc2C(=O)Nc2cccc(Cl)c2Cl)cc1 (centres undefined),-24.0,5.5
CC(=O)c1c(C)[nH]c(C(=O)NCCc2ccc(Cl)cc2)c1C,-22.4,8.7
N=c1n(CC(=O)c2ccc([N+](=O)[O-])cc2)c2ccccc2n1Cc1ccccc1Cl,-6.3,17.9
CC(C)Cc1cc(C(=O)N2CCCC(CO)(Cc3ccc(F)cc3)C2)no1 (centres undefined),-24.7,4.6
CCCCCC1CCC(c2nnc(SCC(C)=O)o2)CC1 (centres undefined),-14.6,0.7
CCOc1ccc(C=NNc2ccc(S(=O)(=O)Nc3ccccc3C(=O)O)cc2[N+](=O)[O-])cc1,-9.1,12.6
CC(CCc1ccccc1)NC(=O)CSc1nc(N)cc(N)n1 (centres undefined),-30.7,13.2
Cc1csc(=Nc2ccc(S(=O)(=O)N3CCOCC3)cc2)n1Cc1ccco1,-0.2,24.6
CC1CCN(C(=S)NC(=O)c2cccc([N+](=O)[O-])c2)CC1,-2.1,21.9
CCc1nnc(NC(=O)CSc2nnc(C(C)NC(=O)c3ccccc3)n2C)s1 (centres undefined),-0.3,-6.9
CCCCCc1nc2c(c(=O)c3ccccc3n2C)c(=O)n1Cc1ccc(OC)cc1,-25.2,-0.3
CC1Cn2c(CCc3ccccc3)nnc2S1 (centres undefined),-11.5,3.4
Cc1ccc(-c2noc(C3CCN(S(C)(=O)=O)CC3)n2)o1,-20.4,9.2
CCCCCCSc1ccc(-c2nc3ccc(Cl)cn3c2NC2CCCCC2)cc1,-31.6,9.3
CCOC(=O)c1ccc(S(=O)(=O)NC2CC2)cc1,-5.6,5.3
Cc1ccc(C(=O)OCC(=O)NNC(=O)COc2ccc(Cl)cc2)c(O)c1,-15.6,14.1

# Sorted by molecular weight (falling): part of the list above.
SMILES,OX1R antag-1,OX1R antag-2
CSCC[C@H](NC(=O)OC(C)(C)C)C(=O)N1CCC(C(=O)NCC(=O)Nc2ccc(C)cc2)CC1,-9.8,8.2
CCOc1ccc(NC(=O)C(C)Oc2ccccc2C(=O)Nc2cccc(Cl)c2Cl)cc1 (centres undefined),-24.0,5.5
N=c1n(CC(=O)c2ccc([N+](=O)[O-])cc2)c2ccccc2n1Cc1ccccc1Cl,-6.3,17.9
Cc1csc(=Nc2ccc(S(=O)(=O)N3CCOCC3)cc2)n1Cc1ccco1,-0.2,24.6
CCCCCc1nc2c(c(=O)c3ccccc3n2C)c(=O)n1Cc1ccc(OC)cc1,-25.2,-0.3
CCOC(=O)c1ccc(S(=O)(=O)NC2CC2)cc1,-5.6,5.3

# Next part
SMILES,OX1R antag-1,OX1R antag-2
COc1ccc(CCNCC(O)COc2cccc(Br)c2)cc1OC (centres undefined),-14.2,3.4
Cc1ccc(NC(=O)CCCCCC2NC(=O)NC2C)cc1 (centres undefined),-4.2,8.2
COc1ccc(/C=C2/SC(=O)N(CCNC(=O)C3COc4ccccc4O3)C2=O)cc1 (centres undefined),-0.4,22.9
CN(Cc1ccccc1F)c1nc(-c2cccs2)nc2ccccc12,-43.4,10.2
COc1cc(CNn2nnnc2N)ccc1OCc1c(Cl)cccc1Cl,-15.5,10.1
O=C(OCC(=O)N1CCOCC1)c1cccc(F)c1,-15.4,12.5
COc1ccc([C@H]2CC(=O)C=C(c3ccccc3)C2)cc1,6.9,2.3
Cc1nn(Cc2ccccc2)c(C)c1/C=N/NC(=O)c1ccncc1,-1.0,10.2
COc1ccc(CN(C(=O)c2ccccc2OC)C2CCS(=O)(=O)C2)cc1 (centres undefined),-19.7,10.3
COc1ccc(N2CCN(C(=O)c3cn(C4CCCC4)c(=O)c4c3c3ccccc3n4C)CC2)cc1,-20.3,14.9
Cc1ccc(S(=O)(=O)N2[C@@H](c3ccc(C(C)(C)C)cc3)C(C(=O)O)=CC[C@H]2c2ccc(Cl)c(Cl)c2)cc1,-6.0,10.3
O=C(COC(=O)COc1ccc2c(c1)CCC2)Nc1ccccc1,8.2,5.1
O=C(CSc1nnc2ccccn12)Nc1cccc(S(=O)(=O)N2CCOCC2)c1,-1.1,5.4
CCOC(=O)C1CCN(C(=O)Cn2nc(CC)n3cccc3c2=O)CC1,-0.3,7.7
O=C(NCCc1ccccn1)c1ccc2nc(Cc3ccccc3F)oc2c1,-7.6,19.4
CC(NC(=O)c1cccc(OC2CCN(C3CCN(C)CC3)CC2)c1)c1ccccc1 (centres undefined),-11.6,7.1
CCOc1cc(CN2CCN(C(=O)CC(C)C)CC2)ccc1OC,-12.2,14.4
CN(C)C(=O)C[n+]1ccc(C(N)=O)cc1,-5.8,10.6

# High-throughput results (PubChem BioAssay)
